# Screening results deposited in PubChem by National Center for Advancing Translational Sciences (NCATS).
# GAA inh: alpha-glucosidase (human) inhibition; P10253; purified human GAA, 4-MU-alpha-glucoside fluorescence; Potency, µM (titrated, usually from 76.9 µM), for the others: top-dose activity change, negative = inhibition, actives largely listed as inhibitors; 200,000 compounds, 0.005% hits;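 note: plate controls were uninhibited enzyme wells for no effect and no-enzyme background for full effect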
#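 Compounds are titrated up to 77 uM against 4 nM human enzyme. Substrate 4-methylumbelliferyl-alpha-D-pyranoside (400 uM) reacts 20 min at room temperature in pH 5.0 buffer; liberated 4-methylumbelliferone is read at 440 nm.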
# HTT cytoprotect: Huntington cell model cytoprotection by ATP luminescence | PC12 HTT-Q103 induced, cytoprotection, ATP luminescence, 40 h | AID 1471 | Potency, µM (doses to about 56.4 µM), for the others: cytoprotection (ATP increase), actives largely listed as activators | 230,000 compounds, 0.14% hits;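 note: % of control where 0% means no effect; nearly all actives have a fitted effect of over 45% in size; toxic huntingtin expression switched on by the ecdysone agonist tebufenozide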
#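 Cells were plated at 1500 per well in phenol red-free DMEM with 5% equine and 5% calf serum. Tebufenozide (100 nM final) and compounds were added, then ATPlite reagent, and luminescence was read.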
# Tau fibril ThT: inhibitors of human tau fibril formation, thioflavin T binding; P10636; recombinant tau K18 P301L, heparin-induced fibrillization, ThT fluorescence; Potency, µM (highest dose often 57.4 µM), without a hit: top-dose activity, negative = inhibition, usual class: inhibitors; 270,000 compounds, 2.1% hits; note: % is set by controls: 0 for no effect and ±100 for the full control effect; nearly all actives have a fitted effect of over 55% in size
# Target sequence (P10636 561-689 P618L limits assumed): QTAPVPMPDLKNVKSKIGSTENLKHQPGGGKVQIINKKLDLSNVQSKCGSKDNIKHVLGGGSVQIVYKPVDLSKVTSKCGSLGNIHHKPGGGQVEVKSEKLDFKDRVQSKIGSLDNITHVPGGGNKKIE
#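 Using a mix of unlabeled (15 uM) and Alexa 594-labeled (0.24 uM) tau K18 P301L, heparin-triggered fibrillization over 6 hr at 37 C was scored by ThT fluorescence.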
# GAA glycogen mod: alters human alpha-glucosidase cleavage of glycogen | 300,000 compounds, 0.38% hits | recombinant GAA, glycogen substrate, Amplex Red glucose oxidase fluorescence | Potency, µM (doses to about 76.4 µM), for the others: top-dose activity change, negative = inhibition, hits mostly inhibitors | AID 2100 | P10253;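 note: 0% = full enzyme reaction and -100% = no-enzyme basal signal; the screen sought inhibitors and activators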
#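 Recombinant enzyme (4 nM final) with compounds titrated up to 77 uM and bovine liver glycogen (30 ug) in citrate pH 5.0, 0.01% Tween-20, 37 C 40 min. Released glucose detected by Amplex Red/glucose oxidase (Ex 573/Em 610); AC50 from Hill fits.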
# GAA spleen mod: lysosomal alpha-glucosidase (human) modulation; P10253; 240,000 compounds, 0.006% hits; human spleen homogenate, 4-MU-alpha-glucoside fluorescence; AID 2112; Potency, µM (highest dose often 79.9 µM), for the others: at the highest dose activity change, negative = inhibition, actives largely listed as inhibitors;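 note: 0% = enzyme with vehicle and -100% = no enzyme basal signal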
#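 Compounds were titrated against alpha-glucosidase in spleen homogenate at pH 5.0, with 1 mM 4-methylumbelliferyl substrate for 40 min at 37 C. Reactions were quenched with pH 10 NaOH/glycine and fluorescence measured.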
# Tau fluor counter: counter-screen for tau fibril formation inhibitors. tau K18 P301L (four-repeat tau fragment) Alexa594 fluorescence, heparin fibrillization. 280,000 compounds, 0.93% hits. Potency, µM (titrated, usually from 57.7 µM), for inactives: at the highest dose activity change, negative = decrease; note: % is set by controls: 0 for no effect and ±100 for the full control effect; nearly all actives have a fitted effect of over 55% in size
#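 Human K18 P301L tau (15 uM unlabeled plus 0.24 uM Alexa 594-labeled, final) in 100 mM sodium acetate pH 7 was mixed with compound and 20 uM heparin and incubated 6 hr at 37 C.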
# Tau fibril FP: blocks human tau fibril formation measured by polarization; P10636; K18 P301L tau heparin fibrillization, Alexa594 FP, 6 h; Potency, µM (titrated, usually from 57.7 µM), inactives show top-dose activity, negative = inhibition, actives largely listed as inhibitors; 280,000 compounds, 0.39% hits; AID 1468; note: % is set by controls: 0 for no effect and ±100 for the full control effect; nearly all actives have a fitted effect of over 55% in size
#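 Steps: dispense K18 P301L tau (15 uM plus 0.24 uM Alexa 594 tracer, final) in pH 7 sodium acetate; add compound; add heparin (20 uM final); incubate 6 hr, 37 C; add ThT (30 uM final); after 1 hr ambient, read FP.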
# GLA spleen mod: inhibits or activates alpha-galactosidase in human spleen homogenate | P06280 | 240,000 compounds, 0.008% hits | human spleen homogenate, 4MU-alpha-Gal fluorescence, 40 min | Potency, µM (highest dose often 80 µM), inactives show top-dose activity change, negative = inhibition, hits mostly inhibitors;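 note: 0% = enzyme with vehicle and -100% = no enzyme basal signal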
# Target sequence (P06280 32-429 limits assumed): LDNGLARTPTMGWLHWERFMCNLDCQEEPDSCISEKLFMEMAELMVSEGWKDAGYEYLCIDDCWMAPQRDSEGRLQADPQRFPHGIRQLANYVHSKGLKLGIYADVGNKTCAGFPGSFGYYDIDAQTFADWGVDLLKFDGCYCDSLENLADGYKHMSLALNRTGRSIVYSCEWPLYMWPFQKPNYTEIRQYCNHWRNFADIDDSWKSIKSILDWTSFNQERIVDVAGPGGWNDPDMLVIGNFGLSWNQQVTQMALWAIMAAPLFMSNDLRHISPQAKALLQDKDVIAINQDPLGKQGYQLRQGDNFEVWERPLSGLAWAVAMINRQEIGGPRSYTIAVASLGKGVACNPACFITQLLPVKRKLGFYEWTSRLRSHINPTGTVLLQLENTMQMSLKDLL
#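 Spleen homogenate 1 ug + cpd (titration) + 4-MU-alpha-D-galactopyranoside 1 mM; 37C 40 min; 50 mM citrate/phosphate pH 5.0, 0.01% Tween-20; stop pH 10; fluorescence 365/440; AC50 via Hill.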
# Active calls of the source: *; ? = inconclusive; · = no result given; & = joins results of further samples; [ ] = dose if it differs, or a comment. Calls come from the whole dose curve; as a rule, active = well fitted curve in the direction sought with a large enough effect; inconclusive = small, poorly fitted or top-dose-only effect, or another doubt; inactive = no such curve, though single readings can be large; an effect the other way counts as inactive or inconclusive. Potency is the fitted concentration of half-maximal effect.
SMILES,GAA inh,HTT cytoprotect,Tau fibril ThT,GAA glycogen mod,GAA spleen mod,Tau fluor counter,Tau fibril FP,GLA spleen mod
COc1cc(OC)c(NS(=O)(=O)c2coc(C(N)=O)c2)cc1Cl,0%,-15%,-14%,7%,5%,-11%,5%,-3%
Cc1[nH]c2ccccc2c1C(O)CN1CCC2(CC1)OCCO2 (configuration not stated),·,-17%[10 µM],?,-2%,4%,?,-3%,-2%
COc1ccc(/C(O)=C2/C(=O)C(=O)N(CCN(C)C)C2c2ccccn2)cc1OC (configuration not stated),-1%,-2%,?,-2%,-16%,-16%,-2%,-17%
Cc1ccc(NC(=O)C[n+]2cc(-c3ccccc3)n3c2CCC3)c(C)c1,·,4%[10 µM],5%,0%,-4%,3%,-2%,4%
COc1ccc(NC(=O)CSc2nnc(-c3ccccc3)n2N)cc1,3%,-19%[10 µM],?,4%,4%,-4%,0%,4%
O=C(NCCc1nc2ccccc2n1Cc1ccc(Cl)cc1Cl)c1ccco1,·,·,?,3%[76.3 µM],·,-14%,1%,·
CCOC(=O)C1(CC2CCCCO2)CCN(Cc2nc(C(C)C)cs2)CC1 (configuration not stated),14%,12%[10 µM],-5%,1%,-5%,-10%,-14%,-5%
COc1cc2c(cc1OC)CN(C(=O)c1cccs1)CC2,?,-37%,-11%,5%,2%,-6%,2%,-2%
CN(Cc1ccccc1)c1nc2c(c(=O)[nH]c(=O)n2C)n1CCSc1nc2ccccc2[nH]1,0%,-12%,-7%,7%,2%,-6%,-8%,-1%
CCN1C(=O)CC(N2CCC(C(=O)OC)CC2)C1=O (configuration not stated),-3%,-6%[1.9 µM],0%,3%,1%,1%,-1%,-2%
COc1cc(C(=O)OCCNC(=O)c2ccncc2)cc(OC)c1OC,4%,9%[10 µM],-5%,-3%,-3%,-12%,?,5%
CCOC(=O)c1c(C)[nH]c(C(=O)COC(=O)/C=C/c2ccc(OC(F)F)cc2)c1C,3%,-10%[10 µM],5%,-1%,1%,1%,-4%,-3%
COc1cc(NC(=O)CN2C(=O)CN(C)C2=O)c(C)cc1[N+](=O)[O-],10%,-48%[inhibitor],-7%,3%,-1%,-2%,6%,2%
Cc1cccc(NCC(=O)N/N=C/c2cccc(Br)c2)c1,-7%,24%,?,-7%,-2%,?,-1%,4%
O=C(CCc1ccc(S(=O)(=O)NCc2ccccc2)cc1)NCC1CCCO1 (configuration not stated),-1%,-18%[10 µM],8%,2%,-16%,14%,2%,5%
CCCN1Cc2cccc(C(=O)Nc3cc(C)cc(C)c3)c2C1=O,·,·,-6%,13%[76.3 µM],·,-8%,-4%,·
CCc1ccc(S(=O)(=O)Nc2ccc3oc(C)c(C(=O)OCCOC)c3c2)cc1,·,·,-6%,-23%[76.3 µM],·,?,1%,·
CC(=O)Nc1ccc(S(=O)(=O)NC(C)C(=O)NCCc2ccc(F)cc2)cc1 (configuration not stated),-1%,6%,-7%,4%,-3%,-11%,-8%,-4%
CC(C)=C1SC(N2CCCCC2)=NC1=O,-2%,14%,-11%,10%,-4%,1%,3%,-8%
CC(C)(C)NC(=O)C(c1ccc(OCC(N)=O)cc1)N(C(=O)c1cccnc1)C1CC1 (configuration not stated),5%,12%,-2%,6%,-2%,2%,1%,-3%
COc1ccc(CCNC(=O)CSc2nn(-c3ccccc3)c(=S)s2)cc1,·,-4%[10 µM],8%,-3%,2%,-19%,?,9%
CC(=O)c1cccc(NC(=O)COC(=O)c2cccs2)c1,1%,-3%,-9%,7%,1%,-1%,5%,-5%
CSc1ccccc1NC(=O)c1cccnc1,0%,3%[0.074 µM],-8%,1%,11%,-7%,-3%,5%
Fc1ccccc1C1c2cccn2CCN1C(=S)Nc1cccc(Br)c1 (configuration not stated),-10%,-20%,-12%,-8%,-27%,?,?,-5%
CCn1c(SCC(=O)Nc2nnc(C)s2)nc2c(c1=O)SC(C)C2 (configuration not stated),-4%,-8%,0%,1%,-2%,3%,1%,-4%
COc1ccccc1-c1nc(S(=O)(=O)c2ccccc2)c(N2CCC(C)CC2)o1,·,·,-15%,5%[76.3 µM],·,-27%,-7%,·
CC(C)(C)NC(=O)CN(C(=O)c1csnn1)c1ccccc1-c1ccccc1,-1%,-2%[10 µM],0%,21%,-13%,5%,5%,4%
COc1cc2c(cc1OC)C(C)N(C(=O)c1ccc(Br)o1)CC2 (configuration not stated),-3%,6%[10 µM],-3%,-9%,5%,10%,-3%,-3%
O=C(O)Cc1ccc(NC(=O)C(c2ccccc2)c2ccccc2)cc1,5%,-37%[10 µM],-1%,-5%,-16%,-2%,4%,1%
COc1ccc(Nc2ncc(C(=O)N3CCN(c4ccc(F)cc4)CC3)c3ccccc23)cc1,-5%,-20%,?,-17%[76.3 µM],-3%,13µM*[quencher],?,10%

# Grouped by structure, the compounds so far containing a thiophene ring, fused or not (two)
SMILES,GAA inh,HTT cytoprotect,Tau fibril ThT,GAA glycogen mod,GAA spleen mod,Tau fluor counter,Tau fibril FP,GLA spleen mod
COc1cc2c(cc1OC)CN(C(=O)c1cccs1)CC2,?,-37%,-11%,5%,2%,-6%,2%,-2%
CC(=O)c1cccc(NC(=O)COC(=O)c2cccs2)c1,1%,-3%,-9%,7%,1%,-1%,5%,-5%

# More structures.
SMILES,GAA inh,HTT cytoprotect,Tau fibril ThT,GAA glycogen mod,GAA spleen mod,Tau fluor counter,Tau fibril FP,GLA spleen mod
COC(=O)[C@@H]1C[C@H]2CC[C@H](O)C[C@H]2N1Cc1ccccc1OS(=O)(=O)c1ccc(C)cc1,·,-18%,-14%&-5%,3%,-5%&-3%,-10%&-2%,7%&-6%,-1%&6%
C=CCn1c(=O)c2ccccc2n2c(SC(C)C(=O)Nc3nc(-c4ccccc4)cs3)nnc12 (configuration not stated),-10%,-7%[10 µM],?,9%,-8%,-21%,4%,-2%
NC(Cn1ccc(=O)c(O)c1)C(=O)O (configuration not stated),·,-24%,-1%,·,1%,0%,-4%,-3%
Cc1ccc(NC(=O)Cn2c(=O)n(CCC(=O)NC3CCN(Cc4ccccc4)CC3)c(=O)c3ccccc32)cc1,-4%,-14%,-1%,5%,1%,-2%,-2%,-4%
NC(=O)c1c(NC(=O)CN2C(=O)CCC2=O)sc2c1CCCCC2,6%,10%,-15%,1%,-8%,-3%,1%,-2%
COc1ccccc1/C=C(\NC(=O)c1ccc(OC)c(OC)c1)C(=O)Nc1ccc([N+](=O)[O-])cc1,-9%,4%[10 µM],-5%,18%,-3%,-15%,0%,-2%
Cc1ccc(NC(=O)NNC(=O)c2cccs2)cc1,-1%,19%[10 µM],3%,-11%,7%,0%,6%,10%
Clc1ccc(CCNc2nc3cc(Cl)c(Cl)cc3n3cnnc23)cc1,·,·,-16%,-4%[76.3 µM],·,-25%,-5%,·
COc1ccc(C)c2sc(N(CCCN(C)C)C(=O)c3ccc(S(=O)(=O)N(C)C)cc3)nc12,-10%,-3%,-6%,-2%,5%,-13%,11%,-1%
OCC1(CCOc2ccccc2)CCN(Cc2nc3ccc(F)cc3[nH]2)CC1,-9%,8%[10 µM],-4%,12%,-5%,-20%,-11%,-2%
CCc1nc2ccccc2n1Cc1ccccc1F,10%,-4%,-8%,-14%,0%,-8%,-10%,3%
CCOC(=O)C1CCCc2c1[nH]c1c(C(N)=O)cccc21 (configuration not stated),-3%,1%,-1%,-4%,-2%,-14%,2%,1%
CCN(CC)S(=O)(=O)c1cccc(C(=O)NC(C(=O)NC2=NCCS2)C(C)C)c1 (configuration not stated),?,-40%,-7%,11%,-2%,-4%,?,-1%
Cc1cccc(N2CCN(C(=O)C(C)n3nc(C)n4c(cc5occc54)c3=O)CC2)c1C (configuration not stated),-9%,8%,?,-4%[76.3 µM],2%,-9%&-7%,-3%&-1%,7%
Cc1c(C(=O)NCCC2=CCCCC2)cccc1[N+](=O)[O-],8%,2%,-2%,4%,-11%,0%,-3%,-4%
Cc1ccc(S(=O)(=O)NC2(C(=O)O)CCCCC2)cc1,0%,2%,-5%,-2%,-2%,-1%,7%,0%
COC(=O)C1=C(C(=O)OC)C2(OC1c1ccc(Br)cc1)C(=O)c1ccccc1C2=O (configuration not stated),1%,-12%[10 µM],-11%,-7%,3%,-3%,-2%,3%
Cc1ccc2nc(-c3ccc(SCC(=O)N4CCc5ccccc54)nc3)[nH]c2c1,4%,-19%[10 µM],?,-6%,-3%,?,?,4%
COCC(=O)N1CCCc2ccccc21,-4%,11%[0.074 µM],-6%,3%,-2%,-2%,0%,-1%
Cc1sc(NC(=O)CSc2nnc(COc3ccc(Cl)cc3)n2C)c(C#N)c1C,-2%,-32%[10 µM],-10%,-2%,5%,-9%,-8%,2%
COc1ccccc1CNCC(=O)Nc1cc(S(=O)(=O)N2CCCCCC2)ccc1Cl,7%[15.4 µM],-25%[10 µM],-11%,-1%,-10%,-22%,-7%,2%
CC(C)N1CCc2c(sc(N)c2C#N)C1,?,15%,?,?,-9%,-11%,?,24%
Cc1c(CCCN)c2ccccc2n1Cc1ccccc1,11%,4%[10 µM],-4%,8%,-13%,-3%,11%,-12%
COc1ccc(NC(=O)CN2CCC(C)CC2)cc1,?,-4%,6%,2%,-2%,10%,0%,3%

# 6 entries already listed, sorted by their value in GAA spleen mod, low to high:
smiles,GAA inh,Tau fibril ThT,GAA glycogen mod,GAA spleen mod,Tau fibril FP,GLA spleen mod
COc1ccccc1CNCC(=O)Nc1cc(S(=O)(=O)N2CCCCCC2)ccc1Cl,7%[15.4 µM],-11%,-1%,-10%,-7%,2%
CC(C)N1CCc2c(sc(N)c2C#N)C1,?,?,?,-9%,?,24%
Cc1ccc2nc(-c3ccc(SCC(=O)N4CCc5ccccc54)nc3)[nH]c2c1,4%,?,-6%,-3%,?,4%
COc1ccc(NC(=O)CN2CCC(C)CC2)cc1,?,6%,2%,-2%,0%,3%
COC(=O)C1=C(C(=O)OC)C2(OC1c1ccc(Br)cc1)C(=O)c1ccccc1C2=O (configuration not stated),1%,-11%,-7%,3%,-2%,3%
Cc1sc(NC(=O)CSc2nnc(COc3ccc(Cl)cc3)n2C)c(C#N)c1C,-2%,-10%,-2%,5%,-8%,2%
